TLR4-MyD88 BLA = TLR4-MyD88 interaction inhibition in cells | HeLa CL3-4 TLR4/MyD88 BLA complementation, FRET ratio | 0.18% of 200,000 active | O00206+Q99836 | inhibition, % at 8.4 µM; in the data active = inhibition above about 25%;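 note: 0% = vehicle and 100% = reference inhibitor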
Target sequence (O00206 whole entry, looked up): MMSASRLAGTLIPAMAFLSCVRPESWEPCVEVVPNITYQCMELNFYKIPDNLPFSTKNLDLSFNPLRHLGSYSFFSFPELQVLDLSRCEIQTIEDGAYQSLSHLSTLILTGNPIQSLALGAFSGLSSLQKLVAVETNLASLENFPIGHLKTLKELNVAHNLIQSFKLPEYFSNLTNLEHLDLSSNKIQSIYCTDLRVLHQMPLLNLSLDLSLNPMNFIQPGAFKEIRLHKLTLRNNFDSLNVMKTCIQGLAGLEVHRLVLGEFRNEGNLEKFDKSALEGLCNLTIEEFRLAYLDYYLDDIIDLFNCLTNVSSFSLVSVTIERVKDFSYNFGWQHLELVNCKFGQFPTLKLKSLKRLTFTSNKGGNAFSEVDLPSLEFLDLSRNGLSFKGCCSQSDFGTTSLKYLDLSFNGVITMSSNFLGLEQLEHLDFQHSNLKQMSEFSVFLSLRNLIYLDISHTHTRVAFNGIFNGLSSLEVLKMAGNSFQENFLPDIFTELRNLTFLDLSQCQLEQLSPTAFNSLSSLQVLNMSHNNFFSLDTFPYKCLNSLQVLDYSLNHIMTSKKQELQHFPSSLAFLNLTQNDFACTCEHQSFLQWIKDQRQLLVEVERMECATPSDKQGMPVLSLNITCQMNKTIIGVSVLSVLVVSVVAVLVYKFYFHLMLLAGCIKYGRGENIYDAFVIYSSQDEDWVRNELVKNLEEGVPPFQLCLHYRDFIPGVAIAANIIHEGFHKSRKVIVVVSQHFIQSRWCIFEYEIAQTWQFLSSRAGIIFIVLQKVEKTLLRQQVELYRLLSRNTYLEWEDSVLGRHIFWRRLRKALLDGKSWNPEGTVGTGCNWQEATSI
Target sequence (Q99836 whole entry, looked up): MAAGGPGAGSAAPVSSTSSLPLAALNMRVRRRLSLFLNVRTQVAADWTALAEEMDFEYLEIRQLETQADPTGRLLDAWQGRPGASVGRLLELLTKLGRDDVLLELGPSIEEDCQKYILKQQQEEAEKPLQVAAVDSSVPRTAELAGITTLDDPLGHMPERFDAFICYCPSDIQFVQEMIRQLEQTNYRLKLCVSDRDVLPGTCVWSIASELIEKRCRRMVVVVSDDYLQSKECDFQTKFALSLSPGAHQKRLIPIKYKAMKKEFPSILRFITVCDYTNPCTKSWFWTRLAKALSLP
Diaphorase act = counter-screen for diaphorase-based assays: diaphorase activators and chemical reducers | Diaphorase/resazurin coupled assay, resorufin fluorescence, 16 min; active compounds read high; 1 = vehicle wells, 0 = NADH-free wells | activation factor at 20 µM | 0.005% of 190,000 active;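 active = diaphorase activity raised at least twofold by the compound at 20 µM; inactive = activation factor below 2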
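test system = bacterial diaphorase enzyme (C. kluyveri) | quantity = enzyme 0.07 U/mL final | reagent = NADH substrate 0.114 mM plus resazurin dye 0.1 mM, final | incubation = 16 min enzyme reaction, ambient temperature | buffer or medium = HEPES pH 7.4 buffer with MgCl2 and Tween 20 | signal = fluorescence of resorufin, 544 nm excitation, 590 nm emission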
STAT1 act = activators of IFN-gamma induced STAT1 signaling; activation (% of control), % at 5.5 µM; 2.6% of 200,000 active; AID 932; NIH 3T3 STAT1-luciferase reporter, luminescence; 100% = IFN-gamma alone, no compound;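 active = activation above the screen-wide mean activation plus 3 SD, cut at about 130% in these data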;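 note: raw ratio to IFN-gamma control signal so 100% means no change and 0% no light; values of inactives mirror those of a sister screen read the other way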
Diaphorase inh = inhibits diaphorase or chemically oxidizes, flagging diaphorase assay artifacts; 0.69% of 190,000 active; diaphorase resazurin-to-resorufin fluorescence, NADH, 16 min; bacterial (C. kluyveri) enzyme, not human; inhibition, % at 20 µM; AID 1217;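 active = primary screen inhibition at 20 µM above a set limit, cut at about 50% in these data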;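 note: plate controls were DMSO with full reaction for no effect and wells lacking NADH for full effect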
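System: Bacterial diaphorase enzyme (C. kluyveri) | Incubation: 16-min room-temperature incubation before reading | Benchmarks: No-NADH positive control and DMSO neutral control | Measured by: Resorufin fluorescence 544/590 nm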
STAT3 act = STAT3 signaling activation; 0.91% of 190,000 active; U3A cells, IL-6 STAT3-luciferase reporter, luminescence; 100% = signal with IL-6 EC80 alone; AID 871; activation (% of control), % at 5.6 µM;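 active = activation above the screen-wide mean of compound activation plus 3 SD, cut at about 130% in these data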;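 note: 0% = background luminescence of wells with medium and substrate only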
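System – human U3A cells carrying STAT3-luciferase construct · Probe or stimulus – Interleukin-6, 33 ng/mL · Schedule – compound 1 h, then IL-6 6 h at 37 °C · Signal – luminescence from STAT3-driven luciferase reporter · Evaluation – percent of IL-6-only median luminescence · Benchmarks – IL-6-only high control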
G6PDH counter = L. mesenteroides G6PDH inhibition counter-screen; Purified L. mesenteroides G6PDH, diaphorase/resazurin coupled fluorescence, 45 min; inhibition, % at 5 µM; 0.12% of 200,000 active; in the data active = inhibition above about 50%
APP 5UTR inh = APP translation inhibition. AID 1285. inhibition, % at 2 µM. SH-SY5Y APP 5'UTR-luciferase reporter, luminescence. 0.82% of 190,000 active;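 active = inhibition above a set limit, derived from the sample mean plus 3 SD, cut at about 45% in these data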; note: values of inactives mirror those of a sister screen read the other way
Hsp70 act = transcriptional activators of Hsp70; HeLa Hsp70 promoter luciferase reporter, luminescence; scaled: vehicle 0, proteasome-inhibitor control 100%; activation, % at 10 µM; 0.04% of 200,000 active;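 active = activation above the mean across all tested compounds plus 3 SD, cutoff set per campaign, cut at about 5.5% in these data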;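 note: 100% = MG132 at 30 µM as the positive control and 0% = DMSO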
STAT3 inh = STAT3 signaling inhibition; AID 862; 0.89% of 190,000 active; inhibition, % at 5.5 µM; U3A cells, IL-6 STAT3-luciferase reporter, luminescence; host cell line lacks STAT1;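 active = inhibition above the mean inhibition across all screened compounds plus 3 SD, cut at about 44% in these data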;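 note: 0% = DMSO only wells and 100% = 100 µM nifuroxazide control wells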
STAT1 blocker = reduces IFN-gamma driven STAT1 reporter signal | 0.35% of 200,000 active | AID 920 | inhibition, % at 5.5 µM | NIH 3T3 STAT1-luciferase reporter, luminescence;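 active = inhibition above a set limit, the mean inhibition across all tested compounds plus 3 SD, cut at about 34% in these data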;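 note: 0% = IFN-gamma with DMSO and 100% = IFN-gamma with 300 µM nifuroxazide; values of inactives mirror those of a sister screen read the other way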
* marks the source's active call; other numbers are inactive results; nt = no result given.

SMILES	TLR4-MyD88 BLA	Diaphorase act	STAT1 act	Diaphorase inh	STAT3 act	G6PDH counter	APP 5UTR inh	Hsp70 act	STAT3 inh	STAT1 blocker
COC(=O)c1ccccc1N1C(=O)C2C(C1=O)C1C=CC2C12CC2 (centres undefined)	4	0.9	90	13	95	4	-4	-0.1	10	11
COc1ccc(/C=N/NC(=O)CCc2n[nH]c(=O)[nH]c2=O)cc1OC	4	1.1	98	-8	89	10	4	-0.4	15	2
COc1cccc(CNC(=O)c2ccc3nc[nH]c3c2)c1	-7	1	98	-2	94	3	-19	0.1	11	2
CC(C)(O)[C@H](O)COc1c2ccoc2cc2oc(=O)ccc12	-4	0.9	98	8	95	14	3	-0.5	3	3
CCCOC(=O)COC(=O)c1ccccc1NC(=O)c1ccccc1	5	0.8	97	18	100	0	3	-0.3	3	3
CCN(CC)S(=O)(=O)c1cccc(C(=O)Nc2ccc3c(c2)OCO3)c1	3	0.8	124	19	102	8	-51	0.0	0	-27
O=C1CNC(=O)N1Cc1ccc(Br)cc1	-6	1	100	3	105	2	-12	-0.1	-4	-2
COc1ccccc1C(=O)N1CCCC(c2nc(-c3cc(OC)c(OC)c(OC)c3)no2)C1 (centres undefined)	2	0.9	91	8	98	-16	-6	-0.3	7	10
Cc1cc2nc(SCC(=O)Nc3nonc3C)c3c(c2cc1C)CCCC3	-6	0.8	98	17	99	13	1	0.3	8	1
CC(=O)c1cccc(-n2nnnc2SCC(=O)N2CCCC2)c1	-6	0.9	97	13	92	-24	11	-0.1	13	4
O=C(CN1CCC(C(=O)c2ccc3c(c2)OCCO3)CC1)NC1CCCC1	-5	0.8	102	16	106	16	2	0.1	-4	-2
CCCC(c1nnnn1CCc1ccccc1)N1CCN(C2CCCC2)CC1 (centres undefined)	3	0.9	98	10	105	-1	6	-0.3	2	2

Reprinted at random: two compounds from above, in no set order.
SMILES	TLR4-MyD88 BLA	Diaphorase act	STAT1 act	Diaphorase inh	STAT3 act	G6PDH counter	APP 5UTR inh	Hsp70 act	STAT3 inh	STAT1 blocker
CC(C)(O)[C@H](O)COc1c2ccoc2cc2oc(=O)ccc12	-4	0.9	98	8	95	14	3	-0.5	3	3
CCCC(c1nnnn1CCc1ccccc1)N1CCN(C2CCCC2)CC1 (centres undefined)	3	0.9	98	10	105	-1	6	-0.3	2	2

(more compounds)
SMILES	TLR4-MyD88 BLA	Diaphorase act	STAT1 act	Diaphorase inh	STAT3 act	G6PDH counter	APP 5UTR inh	Hsp70 act	STAT3 inh	STAT1 blocker
O=C(NN1C(=O)C2C3CCC(O3)C2C1=O)c1ccco1 (centres undefined)	-4	1	112	2	90	-8	1	-0.2	15	-13
CCOC(=O)CC1CCCCN1Cc1cn[nH]c1-c1ccc(F)cc1F (centres undefined)	-11	0.9	99	14	97	13	-9	0.0	8	-1
CC(C)NC(=O)c1ccc(-c2ccccc2C(F)(F)F)o1	-12	0.8	120	21	116	-3	-9	0.0	-14	-21
Cc1ccc(S(=O)(=O)CCC(=O)NCc2ccccc2Cl)cc1	1	0.9	99	11	90	8	-3	-0.5	13	2
CN1CCN(c2nc(-c3ccccc3)nc(-c3ccccc3)c2C#N)CC1	1	1	99	1	91	-5	4	0.1	10	1
Cc1ccc(S(=O)(=O)N2CCCC2)cc1[N+](=O)[O-]	-4	0.9	90	13	105	2	-13	-0.2	-9	11
C=CCNC(=S)Nc1sc2c(c1C(=O)OCC)CC(C)(CC)OC2 (centres undefined)	-1	0.8	95	22	108	0	-14	-0.5	-14	5
CS(=O)(=O)N(Cc1ccco1)Cc1ccccc1Cl	4	0.9	99	9	103	2	0	-0.1	0	1
O=C1CCCc2sc3c(c2N1)CCCCC3	0	1	92	3	94	0	1	0.6	12	9
CN(C(=O)c1ccc(OC2CCN(CCc3ccccc3)CC2)cc1)C1CCOC1 (centres undefined)	2	1	106	-3	99	1	10	-0.3	5	-9
O=C(NNC(=O)C1CCCO1)c1ccccc1Cl (centres undefined)	4	0.9	99	7	99	4	-12	-0.3	11	-1
O=C1NCC2=C1C(c1ccc(Br)cc1)Nc1ccccc1N2 (centres undefined)	-6	0.9	103	12	93	0	-27	-0.1	11	-3
CC1CCCN(C(=O)c2ccc(CNc3c(N4CCCCC4)c(=O)c3=O)cc2)C1 (centres undefined)	-2	1	104	5	101	8	18	-0.1	8	-4
CCSc1nc2c(cnn2-c2ccc(C)cc2)c(=O)[nH]1	-11	0.9	105	9	107	-40	-10	2.6	-9	-5
COCCCN1C(=O)c2ccc(C(=O)OCC(=O)NCCc3ccccc3)cc2C1=O	-12	1	93	2	109	7	-21	0.0	-8	7
COc1ccc(-n2cc(-c3ccccc3)c3c(N4CC(C)OC(C)C4)ncnc32)cc1 (centres undefined)	-9	0.9	91	11	92	-6	-12	0.1	11	9
Cc1c(N/C(=N/S(=O)(=O)c2ccc(Cl)cc2)c2ccccc2)c(=O)n(-c2ccccc2)n1C	-9	1	90	-2	96	4	-2	-0.2	9	11
O=C(CSc1ccc2nnc(-c3ccncc3)n2n1)NCc1ccco1	-5	0.9	99	14	101	6	10	-0.2	8	2
N#Cc1c(Nc2ccccc2)c(/C=N/N=C/c2ccccc2)c[nH]c1=O	-7	0.9	106	6	98	-20	-19	-0.3	4	-7
Cc1csc(SC(C)C(=O)NCc2ccc3c(c2)OCO3)n1 (centres undefined)	6	1	101	1	101	4	13	-0.4	5	-1
CCOC(=O)N1CCC(NC(=O)c2ccc(NC(=O)C3CCCO3)cc2)CC1 (centres undefined)	4	1.1	103	-10	103	5	16	0.1	2	-3
NC12CC3CC(C1)CC(CC(=O)O)(C3)C2	-13	1	102	-1	101	9	-22	-0.1	-1	-2
COc1cccc(-c2csc3nnc(SCC(=O)NCc4cccs4)n23)c1	3	0.9	94	7	100	5	2	-0.5	10	7
CCOc1ccc(-c2nnn(CC(=O)Nc3cccc(OC)c3)n2)cc1OCC	0	0.7	100	27	104	-25	2	0.0	1	-1
Cc1ccc(-c2nc(CN(C)C)cc(CN(C)C)c2O)cc1	-11	1	102	4	102	6	0	0.0	0	-2
CCOC(=O)N1CCN(C(=O)c2cnc3n(c2=O)CCS3)CC1	-1	1	99	4	100	-2	4	0.1	5	1
O=C(O)c1ccc(CSc2nc3ccc(NC(=O)c4ccccc4C(=O)O)cc3s2)cc1	-16	0.8	98	25	100	8	-9	-0.1	1	1
C=CCSC1=N/C(=C\c2cccnc2)C(=O)N1c1ccc(OC)cc1	-2	0.7	101	25	92	-14	-13	-0.2	13	-1
CCCN1CNC(=S)N(c2ccccc2OCC)C1	12	0.9	106	9	108	1	1	-0.4	-10	-7
Cc1[nH]nc2c1C(c1cccs1)C1=C(CC(C)(C)CC1=O)N2 (centres undefined)	11	0.9	89	7	85	9	-9	0.0	23	11
CC1(C)Cc2c(sc(/N=C/N3CCOCC3)c2C#N)C(C)(C)N1	-1	1	108	4	110	3	-9	0.0	-10	-9
CCOC(=O)C1CCN(C(=O)Nc2ccccc2Cl)CC1	6	0.9	106	10	104	-10	-3	-0.3	2	-5
C=CC[n+]1c(-c2ccc(C)cc2)csc1NNC(=O)Nc1ccccc1	3	0.7	84	26	62	5	3	-0.3	46*	18
Nc1nnn(CC(=O)N/N=C/c2cccc3ccccc23)n1	6	0.9	99	11	82	7	62*	-0.3	24	1
Cc1scc(C(=O)N/N=C/c2ccsc2)c1C	-13	1	140*	5	93	0	-70	0.0	7	-43
Cc1nc(CC(=O)O)c(-c2ccccc2)s1	18	0.9	98	6	98	18	11	0.1	6	3

Record cards, from the list above:
Results for Cc1scc(C(=O)N/N=C/c2ccsc2)c1C : TLR4-MyD88 BLA = -13; Diaphorase act = 1; STAT1 act = 140*; Diaphorase inh = 5; STAT3 act = 93; G6PDH counter = 0; APP 5UTR inh = -70; Hsp70 act = 0.0; STAT3 inh = 7; STAT1 blocker = -43
Results for Nc1nnn(CC(=O)N/N=C/c2cccc3ccccc23)n1 : TLR4-MyD88 BLA = 6; Diaphorase act = 0.9; STAT1 act = 99; Diaphorase inh = 11; STAT3 act = 82; G6PDH counter = 7; APP 5UTR inh = 62*; Hsp70 act = -0.3; STAT3 inh = 24; STAT1 blocker = 1

Later entries.
SMILES	TLR4-MyD88 BLA	Diaphorase act	STAT1 act	Diaphorase inh	STAT3 act	G6PDH counter	APP 5UTR inh	Hsp70 act	STAT3 inh	STAT1 blocker
O=[N+]([O-])c1cccc(-c2nnc(-c3ccccc3)o2)c1	3	1	153*	1	99	8	-115	-0.1	6	-60
COc1ccc(C2c3ccc4ccccc4c3Oc3ncn4nc(Cc5ccccc5)nc4c32)cc1OC (centres undefined)	3	0.8	104	21	95	-3	8	-0.4	4	-2
Cc1ccc(C2C3=C(NCCN=C3c3ccccc3)C(=O)N2c2ccccc2)cc1 (centres undefined)	7	1	102	3	103	-2	-24	-0.5	2	-2
CCCCC[n+]1ccn(-c2nc3ccccc3nc2[N-]S(=O)(=O)c2ccc(C)cc2)c1	-1	0.9	87	6	95	-1	6	-0.3	11	15
CC(C)c1ccc(Oc2cccc(C(=O)/C(C#N)=C/N(C)C)c2)cc1	5	0.8	102	20	100	13	7	-0.1	4	-2
CC(=O)c1c(C)[nH]c(C(=O)OCc2ccccc2F)c1C	-5	1.1	124	-7	72	2	-49	-0.1	37	-25
COc1ccc(C2C(C#N)=C(N)Oc3cc(N)ccc32)cc1OC (centres undefined)	-4	1	104	1	98	10	1	-0.1	7	-5
CCCCN1C(=O)CC(N2CCOCC2)C1=O (centres undefined)	-3	1.1	102	-9	106	3	-14	0.2	-5	-3
CCOC(=O)N1CCN(C(=O)c2csc3c2CCCCC3)CC1	-14	1	97	4	98	3	-1	-0.1	3	4
S=c1ccc2ccccc2[nH]1	-5	1	96	3	108	0	5	0.0	-8	3
Cc1ccc(-c2onc3ccc(Cl)cc23)cc1	-4	0.8	109	20	89	6	-13	-0.2	15	-11
O=C(NCCNC(=O)c1cccs1)c1ccco1	-2	0.8	101	16	97	5	-12	-0.4	2	-1
CN(C)S(=O)(=O)c1cccc(-c2nnc(SCc3cc(Cl)cc4c3OCOC4)n2N)c1	-12	0.9	95	14	100	8	3	-0.3	2	5
CCOCCOCCC(C(=O)O)P(=O)(c1ccccc1)c1ccccc1 (centres undefined)	11	0.8	104	18	95	-1	-2	-0.2	13	-4
O=C(O)c1c[nH]c(=O)c2ccccc12	-2	0.9	100	8	99	6	0	-0.2	8	0
O=C(c1cc2cc([N+](=O)[O-])ccc2oc1=O)N1CCOCC1	9	nt	108	nt	103	8	-17	-0.4	-2	-10
CC(=O)Nc1nnc(SCC(=O)c2ccc3c(c2)Cc2ccccc2-3)s1	1	0.8	95	17	101	-19	20	-0.2	-6	6
Cc1cccc2cc(CN(Cc3nnnn3C3CCCCC3)C3CCCC3)c3nnnn3c12	9	0.8	104	20	94	4	19	-0.2	10	0
O=C(NC(=S)NCC1CCCO1)c1cccs1 (centres undefined)	1	0.8	108	18	97	5	-11	-0.2	7	-9
